Source: PubChem BioAssay (PCMD)
FXIIa inh = human FXIIa protease inhibitors, primary screen, biochemical, single well; purified human FXIIa, AMC substrate fluorescence, 2 h; inhibition, % at 10 µM; 33,000 compounds, 0.2% hits; AID 701, 2007; in the data active means inhibition above about 30%;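 further: 0% = enzyme with vehicle only and 100% = no enzyme blank; many of its hits are not listed in these tables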
Target sequence (P00748 20-372 limits assumed): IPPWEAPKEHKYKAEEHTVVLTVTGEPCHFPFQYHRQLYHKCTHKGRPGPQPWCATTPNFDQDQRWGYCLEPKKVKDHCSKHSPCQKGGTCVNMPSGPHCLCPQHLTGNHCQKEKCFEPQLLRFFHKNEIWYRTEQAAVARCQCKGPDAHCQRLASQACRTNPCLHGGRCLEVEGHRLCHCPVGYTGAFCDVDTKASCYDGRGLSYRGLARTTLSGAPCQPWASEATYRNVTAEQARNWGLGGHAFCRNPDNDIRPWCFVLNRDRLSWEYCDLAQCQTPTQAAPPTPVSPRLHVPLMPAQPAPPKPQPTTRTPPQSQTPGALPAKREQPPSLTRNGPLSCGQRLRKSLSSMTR
Target sequence (P00748 373-615 limits assumed): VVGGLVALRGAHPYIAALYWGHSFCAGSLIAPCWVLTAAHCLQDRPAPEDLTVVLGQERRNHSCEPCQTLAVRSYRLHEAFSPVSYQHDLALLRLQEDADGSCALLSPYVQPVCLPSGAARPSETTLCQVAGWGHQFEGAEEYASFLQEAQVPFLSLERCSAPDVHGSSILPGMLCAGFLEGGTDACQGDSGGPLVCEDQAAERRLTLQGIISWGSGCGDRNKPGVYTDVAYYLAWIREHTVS
FXIa single inh = human FXIa protease inhibitors, primary screen, biochemical, single compound per well; Coagulation factor XI (Homo sapiens), P03951; purified human FXIa, fluorogenic AMC substrate cleavage; inhibition, % at 10 µM; 33,000 compounds, 0.3% hits; AID 687, 2007;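 active means inhibition above 40% in the primary screen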;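 further: 0% = enzyme without compound and 100% = blank wells lacking enzyme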
The depositor's hits bear a star. The list is partial. The share of hits here may be higher or lower than overall.

Results follow in this order: FXIIa inh, FXIa single inh
CC(=Nc1cccc(O)c1)c1sc2ccccc2c1O
  0, 3
Cc1ccc(C2NC(=O)Cc3ccccc32)cc1 (stereo not drawn)
  -2, 1
Cc1ccc(NC(=O)CCn2nc(C)cc2C)cc1
  -13, -13
CC(CN1CCN(C)CC1)OC(=O)c1ccc(Cl)cc1Cl (stereo not drawn)
  7, 8
CCCN1C2=C(C(=O)CC(C)(C)C2)C(c2ccc(F)cc2)C2=C1c1ccccc1C2=O (stereo not drawn)
  -8, 16
O=C(NCCO)C(F)(F)C(F)(F)C(F)(F)OC(F)(C(=O)NCCO)C(F)(F)F (stereo not drawn)
  4, -7
CCCC(=O)Nc1cc(=O)n(C)c(=O)n1C
  -15, -13
Cc1ccc(S(=O)(=O)Nc2ccc3c(c2)nc(CN2CCCC2)n3C)cc1
  5, -1
CN1CCN(C(=O)C2CC(c3ccc(F)cc3)=NO2)CC1 (stereo not drawn)
  1, 1
Cc1cc(-c2nn3c(-c4ccccc4)nnc3s2)c2ccccc2n1
  9, -1
CCCNC(=O)Cn1cnc2sc(C(=O)Nc3cc(OC)c(OC)c(OC)c3)c(C)c2c1=O
  7, -1
Cc1ccsc1CNn1cnnc1SCc1ccc(Cl)cc1
  2, 6
CC(C)=C1C2CCC1C(C(=O)NCc1ccccc1)C2C(=O)O (stereo not drawn)
  3, 6
Cc1c(NC(=O)CSc2nnnn2-c2ccc(O)cc2)c(=O)n(-c2ccccc2)n1C
  -4, 2
COc1ccc(/C(O)=C2/C(=O)C(=O)N(CC3CCCO3)C2c2ccc(OC)c(OC)c2)cc1 (stereo not drawn)
  -11, -11
COc1ccc(N2C(=O)CC(Sc3ncccc3C(=O)O)C2=O)cc1 (stereo not drawn)
  9, 0
CCC(CC)NC(=O)c1ccccc1Oc1ccccc1
  5, 4
CCC(C)n1c(SCC(=O)NCc2ccco2)nnc1-c1cccc(S(=O)(=O)N2CCOCC2)c1 (stereo not drawn)
  5, 3
CCCNC(=O)C(=O)Nc1ccc(N(C)C)cc1
  2, -1
CCOC(=O)c1ccccc1N/C=C1\CCCCC1=O
  8, -8
Cc1cccc(-n2c(Cn3nc(C)c([N+](=O)[O-])c3C)n[nH]c2=S)c1
  5, -10
C=CCn1c(Cc2cccs2)nnc1SC/C=C/c1ccccc1
  -2, -6
COC(=O)/C(=C\Nc1ccccc1)NC(=O)c1ccc(Cl)cc1Cl
  0, 7
CCOC(=O)N1CCC(NC(=O)C(NC(=O)C2CCCCC2)C(C)C)CC1 (stereo not drawn)
  4, -3
Oc1ccc(Br)cc1-c1cc(-c2ccco2)[nH]n1
  17, -4
COc1ccc(C2C(C#N)=C(C)NC3=C2C(=O)CC(C)(C)C3)cc1 (stereo not drawn)
  -1, -5
CC(C)(C)c1[nH]nc2c1C(c1ccoc1)C(C#N)=C(N)O2 (stereo not drawn)
  5, -8
CN(C)c1nc(Oc2ccc(=O)[nH]n2)nc(N2CCCCC2)n1
  6, 2
COC(=O)CC(NC(=O)c1ccc(C)cc1)c1ccccc1 (stereo not drawn)
  -2, 2
Cc1c(N2C(=O)c3ccc(Br)cc3C2=O)c(=O)n(-c2ccccc2)n1C
  2, -5
COC(=O)CCC/C=C1/SCC(NC(=O)c2ccccc2)C1=O (stereo not drawn)
  -3, 1
CCOC(=O)c1cc(=O)n(Cc2ccccc2C)c2ccccc12
  -2, 0
COCCCNC(=O)c1ccc(NS(C)(=O)=O)cc1
  5, -4
Cc1cc(Cl)ccc1OCC(=O)NCCOc1nc(N2CCCCC2)nc(N2CCOCC2)n1
  1, 0
CN(CCO)c1nc(N)c2c(N)nc3c(c2c1C#N)CC(=O)N3C1CCCC1
  -23, 21
CCCOc1cc(CN2CCCCC2)cc(C(C)=O)c1
  6, 6
O=C(NCCCc1ccccc1)c1ccccc1
  -10, 33
COc1cc(OC)c(OC)cc1/C=N/N(C)c1ccccc1
  -2, 3
COc1ccc(-c2csc(N(CC3CCCO3)C(=O)c3ccco3)n2)cc1 (stereo not drawn)
  1, -3
Cc1ccc(N(CC(=O)NC(C)c2ccccc2)S(=O)(=O)c2cccs2)cc1 (stereo not drawn)
  7, 2

Arranged by the number under FXIa single inh (ascending): 3 from the list above
Results follow in this order: FXIIa inh, FXIa single inh
CCOC(=O)c1cc(=O)n(Cc2ccccc2C)c2ccccc12
  -2, 0
Cc1ccc(N(CC(=O)NC(C)c2ccccc2)S(=O)(=O)c2cccs2)cc1 (stereo not drawn)
  7, 2
CCCOc1cc(CN2CCCCC2)cc(C(C)=O)c1
  6, 6

More results
Results follow in this order: FXIIa inh, FXIa single inh
Cc1cccc2nc(CSCc3ccco3)cn12
  9, 6
O=S(=O)(NCc1ccc(F)cc1)c1cccc(S(=O)(=O)N2CCOCC2)c1
  8, 2
COc1cccc(NC(=O)COC(=O)c2nc3nccc(C)n3n2)c1
  3, -6
CCn1c(CSc2nc(C)cc(C)n2)nnc1SCC(=O)Nc1cccc2ccccc12
  9, 0
Cc1cc(NC(=O)C2C3C(=O)N(Cc4ccc(Cl)cc4)C(C(=O)NCc4ccccc4)C34C=CC2(C)O4)no1 (stereo not drawn)
  9, 1
N#CC1=C(N)NC(SCc2ccc(Br)cc2)=C(C#N)C12CCCCC2
  -2, 1
c1ccc2c(c1)CCOC2CNCCCN1CCCCC1 (stereo not drawn)
  -13, 1
CCOc1ccc2nc3c(cc2c1)CN(CCOC)C(=NCCOC)S3
  8, 6
COc1ccc(C)cc1S(=O)(=O)N(CC(=O)O)c1ccc(C)cc1
  5, -5
Nc1nc(CSc2ncccn2)nc(Nc2ccccc2)n1
  7, 11
Cc1cn([C@H]2C=C[C@@H](CO)O2)c(=O)[nH]c1=O
  8, 10
CN(CCOC(=O)c1ccc2c(c1)OCCO2)Cc1ccccc1
  5, -4
Cc1ccc(-n2ncc3c(N4CCN(c5ccccc5)CC4)ncnc32)c(C)c1
  2, 4
CCCNC(=O)CSc1nc(-c2cccs2)cc(C(F)(F)F)n1
  3, 2
Cc1csc(SC(C)C(=O)Nc2ccc(Cl)cn2)n1 (stereo not drawn)
  9, -12
Cc1cccc(-c2c3c(=O)n(C)c(=O)n(C)c3cn2C2CCCCC2)c1
  1, -2
CC(=O)c1cc(-c2ccccc2)[nH]c1N1CCOCC1
  4, 4
C=CCC(NCc1ccco1)c1ccc(OC)cc1 (stereo not drawn)
  2, 4
COc1ccc2c(c1)[nH]c1c(=O)n(CC3CCCO3)cnc12 (stereo not drawn)
  12, 2
Cc1cc(NS(=O)(=O)c2ccc(NC(=O)C(C)Oc3ccc(Cl)cc3)cc2)no1 (stereo not drawn)
  8, -6
CCC1(C)Cc2c(c(=O)n(-c3ccccc3)c3ncnc(N)c23)CO1 (stereo not drawn)
  2, -5
Cc1cc(-c2ccco2)n(CC(=O)NCc2ccccc2)n1
  17, 9
CCOC(=O)C1=C(C)NC(C)=C(C(=O)OCC)C1c1cn(-c2ccccc2)nc1-c1ccco1
  6, 2
CS(=O)(=O)N(CCc1ccccc1)CC(=O)N1CCN(Cc2ccccc2)CC1
  -16, 0
CC(=O)Nn1c(-c2ccccc2)cc2ccccc21
  7, -2
CCCC1=NN2C(=N)/C(=C\c3ccc(SCc4ccco4)o3)C(=O)N=C2S1
  0, 2
Cc1cccc(C)c1OCC(=O)N/N=C/c1cc2c(cc1[N+](=O)[O-])OCO2
  9, -5
Cc1ccc(N/C=C(\C#N)c2ccc(OCCCF)cc2)cc1
  -7, -2
CC(C)n1nnnc1SCC(=O)c1ccc2c(c1)OCCO2
  3, -10
COc1cc(/C=N/N2C(=O)CSC2=S)ccc1O
  7, 1
Cc1ccc2c(c1)CCCN2C(=O)c1cccs1
  11, 2
Cc1ccc(-c2cc(C(F)F)n3ncc(C(=O)N4CCCc5ccccc54)c3n2)cc1
  6, 6
CCOC(=O)N1CCN(C(=O)c2ccc3c(c2)N(Cc2ccc(C)cc2)CCS3)CC1
  16, 8
CC(=O)NS(=O)(=O)c1ccc(N)cc1
  5, 0
Nc1nc2c(ncn2COC(CO)CO)c(=O)[nH]1
  8, 5
CC(=O)C1=C(NC(=O)c2ccc(F)cc2)CC2C1C2(C)C (stereo not drawn)
  -13, 25
CC(C)C(=O)NC(NC(=S)NC1CCS(=O)(=O)C1)C(Cl)(Cl)Cl (stereo not drawn)
  19, 0
CCCc1nnc(SCC(=O)N2CCCC(C)C2)n1CC1CCCO1 (stereo not drawn)
  -16, 37
CCN(CC)C(=O)CN1CCC(n2c(C)nc3cc(C(F)(F)F)ccc32)CC1
  2, -4
CSCC[C@H](NC(=O)c1nn(C)c(=O)c2ccccc12)c1nc2ccccc2[nH]1
  -1, -6
Cc1ccc(S(=O)(=O)NCC(=O)OCc2nnc(-c3ccccc3)o2)cc1C
  3, 5
CCOC(=O)c1ccccc1NC(=O)CSc1nnnn1C
  7, -4
Cc1c(C)n(C)c2ccc([N+](=O)[O-])cc12
  6, -1
Cc1ccc(S(=O)(=O)CCc2nc3ccccc3s2)cc1C
  5, 15
O=C(O)CS(=O)(=O)CC(=O)O
  0, 5
Cn1c(=O)c2ncn(CC(=O)Nc3cc(C(F)(F)F)ccc3N3CCOCC3)c2n(C)c1=O
  2, -2
CCCc1[nH][nH]c(=O)c1C(c1ccc(Br)cc1)C(C#N)C#N (stereo not drawn)
  4, -2
O=S(=O)(N1CCOCC1)n1cnc2ccccc21
  6, -9
O=C(O)CCC(=O)OCC1CCCCC1
  -13, 18
NC(=O)CCn1c(=O)oc2ccccc21
  9, 1

(next part)
Results follow in this order: FXIIa inh, FXIa single inh
CC(=O)Nc1ncc2c(n1)CC(c1ccco1)CC2=O (stereo not drawn)
  4, -5
CCOC(=O)c1ccccc1NC(=O)CSc1ncc(C(=O)OCC)c(N)n1
  5, -3
CCOC(=O)C(NC(=O)CC)(Nc1cc(C)on1)C(F)(F)F (stereo not drawn)
  -12, -1
CCOCCCn1c(SCC(=O)NCc2ccco2)nc2c(sc3ccccc32)c1=O
  6, -7
Cc1ccc(C(=O)C2COC(=O)C2)cc1 (stereo not drawn)
  -14, 4
O=C(NC1CCCc2ccccc21)c1cncc(Br)c1 (stereo not drawn)
  -10, -11
CN(C)S(=O)(=O)N1CCN(C(=O)c2cccs2)CC1
  7, -16
O=c1c(/C=C(\O)c2ccc(F)cc2)nc2ccccc2n1-c1ccccc1
  5, 2
CCCn1c(SCC(=O)NCCc2ccccc2)nnc1-c1ccco1
  6, 1
COC(=O)c1cccc(N(C(=O)c2ccco2)C(C(=O)NC2CCCC2)c2ccco2)c1 (stereo not drawn)
  9, -11
C=CCn1c(SCCOc2ccc(OC)cc2)nnc1C(CO)NC(=O)c1ccc(OC)cc1 (stereo not drawn)
  10, -5
COc1ccc(C2CC(=O)C3=C(C2)NC(C)=C(C#N)C3c2ccc(N(C)C)cc2)cc1 (stereo not drawn)
  3, -1
O=C1NNC(=O)C2C3C=CC(C4CC34)C12 (stereo not drawn)
  5, -5
Cc1cc(C)nc(NC(=O)C(C)N2C(=O)c3ccccc3C2=O)n1 (stereo not drawn)
  1, 0
O=C(CN1C(=O)NC2(CCCC2)C1=O)NCCC1=CCCCC1
  2, -8
O=S(=O)(Nc1ccc(Oc2ncccn2)c(Cl)c1)c1ccc(Cl)cc1
  0, 7
c1cncc(-c2nnc(-c3cccnc3)nn2)c1
  4, 2
CC1CCC(NC(=O)CC(C)(C)Cc2nc3ccccc3c(=O)[nH]2)CC1 (stereo not drawn)
  20, 8
COc1ccc(Br)cc1/C(C)=N/NC1=NCCN1
  5, 8
COc1ccc(CNC(=O)C2CCN(C(=O)N(C)C)CC2)c(OC)c1
  -11, -15
O=C(Nc1ccccc1)N1CCN(c2ccc(C(F)(F)F)cn2)CC1
  5, -4
COC(=O)c1cccc(N2C(=O)c3ccccc3S2(=O)=O)c1
  13, 0
CCOc1ccccc1N1CCN(C(=O)C2c3ccccc3Oc3ccccc32)CC1
  10, 8
CCn1c(=O)n(CC)c2cc(S(N)(=O)=O)ccc21
  3, 3
Cn1c(Oc2ccccc2NCc2cccc(Br)c2)cc(=O)n(C)c1=O
  14, 7
CCOC(=O)C1=C(C)N=C2SCCC(=O)N2[C@@H]1/C=C/c1ccccc1
  5, -2
CCOC(=O)CCSc1nc(C(C)(C)C)cc(C(F)(F)F)c1C#N
  8, 4
CC(C)(C)C(=O)[C@@H]1[C@@H]2C(=O)N(Cc3ccccc3)C(=O)[C@@H]2[C@H]2c3ccccc3C=CN12
  8, -7
CCc1ccc(N2C(=O)CC(N3CCC(C(=O)OC)CC3)C2=O)cc1 (stereo not drawn)
  6, 9
COC(=O)COc1ccc(S(=O)(=O)Nc2ccc3c(c2)OCCO3)cc1Cl
  10, 5

In the list so far, seven contain bromine.
Results follow in this order: FXIIa inh, FXIa single inh
Oc1ccc(Br)cc1-c1cc(-c2ccco2)[nH]n1
  17, -4
Cc1c(N2C(=O)c3ccc(Br)cc3C2=O)c(=O)n(-c2ccccc2)n1C
  2, -5
N#CC1=C(N)NC(SCc2ccc(Br)cc2)=C(C#N)C12CCCCC2
  -2, 1
CCCc1[nH][nH]c(=O)c1C(c1ccc(Br)cc1)C(C#N)C#N (stereo not drawn)
  4, -2
O=C(NC1CCCc2ccccc21)c1cncc(Br)c1 (stereo not drawn)
  -10, -11
COc1ccc(Br)cc1/C(C)=N/NC1=NCCN1
  5, 8
Cn1c(Oc2ccccc2NCc2cccc(Br)c2)cc(=O)n(C)c1=O
  14, 7

Later entries
Results follow in this order: FXIIa inh, FXIa single inh
Cc1ccc(S(=O)(=O)/N=C(\CSC(N)=O)Nc2ccccc2)cc1
  2, 0
Cc1cccc2nc(CNc3ccc(F)cc3)cn12
  9, -3
O=C(CCCN1C(=O)c2cccc3cccc(c23)C1=O)N1CCc2ccccc2C1
  4, 8
CC1(C)NC(=O)N(CC(O)COC2CCCCC2)C1=O (stereo not drawn)
  8, -5
